Source: PubChem BioAssay
PG9 binder: binds the HIV-1 gp120 antibody PG9; TR-FRET gp120-PG9 antibody binding; inhibition, % at 6.7 µM; 0.43% of 360,000 active; AID 624416; in the data active = inhibition above about 8.5%
hcDAF12 agonist: activates DAF-12 receptor from parasite H. contortus | AID 652067 | 1.4% of 370,000 active | activation, % at 6.8 µM | HEK293 hcDAF-12 lit1-tk-luc reporter, luminescence; 0% DMSO, 100% Δ7-dafachronic acid;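 active = activation above the mean of all tested compounds plus 3 SD, cut at about 5.5% in these data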;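 note: 100% = response to 3 µM Δ7-dafachronic acid high control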
PLCb3 inh: inhibitors of human phospholipase C beta3 | Q01970 | Purified PLC-beta3, fluorogenic substrate, fluorescence | inhibition, % at 12.2 µM | 0.18% of 370,000 active; in the data active = inhibition above about 11%;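 note: 0% = median of compound wells on plate and 100% = full blocker control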
SMARCA2 activ: increases SMARCA2 function in MMTV reporter cells; MG213 cells, MMTV-luciferase reporter, dexamethasone, overnight; activation, % at 9.1 µM; 1% of 370,000 active; in the data active = activation above about 7.8%;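 note: 0% = vehicle wells and 100% = reference activator wells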
hgDAF12 agonist: activates the H. glycines DAF-12 receptor ligand-binding domain; activation, % at 6.8 µM; 1.8% of 370,000 active; HEK293 GAL4-hgDAF12 UAS-luciferase reporter, agonist luminescence; normalized to butyrate control; AID 687014;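 active = activation above a cutoff set at the mean of all screened compounds plus 3 SD, cut at about 10% in these data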;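 note: 0% = DMSO wells and 100% = sodium butyrate wells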
GAA850 FXN act: activators of GAA850 frataxin (FXN) promoter. 0.56% of 360,000 active. HEK293 lucGAA850 FXN promoter luciferase reporter, 24 h; percent of 10 µM SAHA response. activation, % at 6 µM;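 active = activation above the average of all compounds screened plus 3 SD, cutoff fixed separately per campaign, cut at about 7.5% in these data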;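 note: 0% = DMSO wells and 100% = 10 µM SAHA wells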
DAX1 inh-1: inhibits human nuclear receptor DAX1; AID 504766; P51843; HEK293 Gal4-DAX1 luciferase reporter, luminescence; inhibition, % at 6.75 µM; 0.99% of 340,000 active;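 active = inhibition above the mean over all tested compounds plus 3 SD, cut at about 4.2% in these data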;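 note: 0% = DAX1-transfected cells with DMSO and 100% = empty-vector control cells with DMSO; inhibition shows as a rise in luminescence from relieved DAX1 repression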
Target sequence (P51843 207-470 limits assumed): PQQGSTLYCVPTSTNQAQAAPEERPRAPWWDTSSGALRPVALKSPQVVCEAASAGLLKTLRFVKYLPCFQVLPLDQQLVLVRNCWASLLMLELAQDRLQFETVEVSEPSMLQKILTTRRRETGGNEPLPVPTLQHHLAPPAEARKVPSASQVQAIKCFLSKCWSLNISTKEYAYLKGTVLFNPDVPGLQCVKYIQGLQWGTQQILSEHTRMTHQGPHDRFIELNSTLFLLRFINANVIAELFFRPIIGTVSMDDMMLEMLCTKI
DAX1 inh-2: blocks DAX1 repression of SF-1 activated StAR promoter; HEK293T StAR-luciferase reporter, SF-1/DAX-1 repression relief; inhibition, % at 6.8 µM; 1.1% of 370,000 active; AID 652010;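 active = inhibition above the mean over all tested compounds plus 3 SD, cut at about 3.6% in these data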;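 note: 0% = DAX-1 cells with DMSO and 100% = cells lacking DAX-1 with DMSO; higher inhibition means more luminescence from relief of DAX-1 repression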
sPLA2-III inh: Inhibits HGIII-sPLA2 liposome hydrolysis, primary screen | Q9NZ20 | QFRET BODIPY PC-A2 liposome hydrolysis, fluorescence | inhibition, % at 12.2 µM | 0.56% of 370,000 active;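 active = inhibition above mean plus 3 SD of compounds lying within the high and low control bounds, cut at about 19% in these data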;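 note: 0% = median of test compound wells and 100% = no enzyme DMSO wells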
NR1D1 modulator: modulators of human Rev-erb alpha DNA binding; P20393; Rev-erbα–FITC-DNA binding, fluorescence polarization, 90 min; activity, % at 10 µM; 0.79% of 370,000 active;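 active = activity above about 14%, limit read from the data; passing the limit was not always enough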;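 note: 0% = DMSO wells with 35 nM protein and 100% = DMSO wells with 750 nM protein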
Target sequence (P20393 whole entry, looked up): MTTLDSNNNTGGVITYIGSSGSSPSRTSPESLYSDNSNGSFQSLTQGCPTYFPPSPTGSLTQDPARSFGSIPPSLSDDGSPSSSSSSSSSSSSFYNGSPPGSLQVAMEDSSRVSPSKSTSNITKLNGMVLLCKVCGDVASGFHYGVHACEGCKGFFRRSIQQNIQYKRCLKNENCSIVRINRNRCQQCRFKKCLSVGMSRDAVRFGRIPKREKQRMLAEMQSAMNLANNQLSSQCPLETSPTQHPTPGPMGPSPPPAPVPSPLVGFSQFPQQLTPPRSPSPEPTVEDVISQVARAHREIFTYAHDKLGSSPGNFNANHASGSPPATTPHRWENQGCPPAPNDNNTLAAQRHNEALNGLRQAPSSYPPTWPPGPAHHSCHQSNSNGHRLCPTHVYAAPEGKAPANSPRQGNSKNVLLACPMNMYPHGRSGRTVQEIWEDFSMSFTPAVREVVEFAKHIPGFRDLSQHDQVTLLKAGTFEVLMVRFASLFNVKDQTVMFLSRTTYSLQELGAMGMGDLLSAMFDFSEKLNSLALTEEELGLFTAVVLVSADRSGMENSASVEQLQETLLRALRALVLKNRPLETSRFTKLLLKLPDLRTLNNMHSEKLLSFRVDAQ
ssDAF-12 act: S. stercoralis DAF-12 activation, primary screen; AID 652126; activation, % at 6.8 µM; HEK293 ssDAF-12/GRIP1 lit1-tk-luc reporter, luminescence; % of 3 µM dafachronic acid response; 1% of 370,000 active;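 active = activation above the mean over all tested compounds plus 3 SD, cut at about 0.9% in these data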;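 note: 0% = DMSO-only wells and 100% = 3 µM delta7-dafachronic acid wells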
An asterisk follows results filed as active; . = not tested or not shown. Hits appear at their usual frequency. Share with any hit: about 7%.

SMILES | PG9 binder | hcDAF12 agonist | PLCb3 inh | SMARCA2 activ | hgDAF12 agonist | GAA850 FXN act | DAX1 inh-1 | DAX1 inh-2 | sPLA2-III inh | NR1D1 modulator | ssDAF-12 act
CC1(C)NC(=O)N(CC(=O)N2CCC(Cc3ccccc3)CC2)C1=O | -1.5 | -0.3 | 0 | 1 | 0.0 | -1.0 | 0.2 | -0.9 | 1 | 5 | 0.7
Cc1ccc2nc(SCC(=O)Nc3ccc4c(c3)CCC4)[nH]c2c1 | 0.2 | -1.6 | -2 | -3 | 6.4 | 0.8 | -0.9 | 0.3 | -22 | -5 | -0.7
O=C(NCCc1ccccc1)C1CCC(CNS(=O)(=O)c2cccs2)CC1 (stereo not given) | -2.9 | -0.7 | -1 | -4 | -1.3 | 2.4 | 0.5 | 0.0 | -8 | 1 | -1.5
Cc1nc2ccccn2c1/C(O)=C1\C(=O)C(=O)N(CCN2CCOCC2)C1c1cccnc1 (stereo not given) | -0.6 | -1.6 | -2 | 2 | 0.1 | -2.4 | -0.2 | -0.3 | 2 | -3 | -1.2
O=C(CSc1ccccn1)Nc1nncs1 | -0.4 | 0.5 | 1 | -1 | 0.0 | 0.4 | 0.1 | 0.2 | 9 | -2 | -0.6
Fc1ccc(-c2nc3n(n2)Cc2ccccc2-3)cc1 | -0.8 | 18* | 2 | 7 | 18* | 1.5 | 0.2 | 5.5* | 8 | 0 | 4.2*
Cc1occc1C(=O)Nc1cccc([N+](=O)[O-])c1 | -0.9 | 1.1 | 2 | -1 | 3.5 | 0.0 | -0.7 | -0.1 | 1 | 6 | -1.3
CC1(CSc2ccccc2)CC(=O)N1 (stereo not given) | -0.5 | -2.1 | 2 | -6 | -0.6 | 1.7 | 1.8 | -0.8 | 5 | 3 | -1.4
CSc1ccccc1NC(=O)CN(C)C(=O)C(C)SCc1nc2sc(C)c(C)c2c(=O)[nH]1 (stereo not given) | 0.8 | -3.2 | -9 | -2 | 1.4 | 1.1 | -0.4 | -1.3 | -4 | 3 | -0.8
CCC(C(=O)N1CCN(c2ncccn2)CC1)c1ccccc1 (stereo not given) | -1.7 | -1.5 | -4 | -3 | -0.8 | 1.8 | 1.8 | -0.4 | -5 | 1 | -0.7
CN(C)c1nc(N)nc(CSc2nnnn2-c2ccc(C(=O)O)cc2)n1 | 2.2 | -1.6 | 4 | -2 | 0.6 | 0.5 | -0.1 | 0.1 | 3 | -2 | -0.9
COCCOc1ccc(C(F)(F)F)cc1NC(=O)c1ccc(C(F)(F)F)cc1 | 0.3 | -2.3 | -1 | -1 | 1.3 | -0.1 | 1.5 | 0.0 | 1 | -2 | -0.5
CCc1cccc(CC)c1NC(=O)/C(C#N)=C/c1ccccc1C(F)(F)F | -0.2 | 0.8 | 3 | -1 | -2.5 | 8.0* | -0.8 | 0.3 | 1 | -2 | -0.8
C[C@@H]1NC(=O)[C@H](CCC(=O)O)NC(=O)c2cc([N+](=O)[O-])cc(F)c2NCCC[C@@H](C(N)=O)NC1=O | -2.7 | -1.4 | 2 | 1 | -0.4 | 1.5 | 2.7 | -0.5 | -2 | 1 | -1.3
O=C(COc1ccc(Cl)cc1Cl)NNC(=O)c1cccnc1 | 0.4 | 2.0 | 1 | -3 | 4.0 | 0.4 | -0.3 | 1.1 | -5 | 6 | -1.1
Cc1ccccc1[C@@]1(C)ON(c2ccccc2C(F)(F)F)C1=O | -1.9 | -1.7 | -2 | -1 | -3.0 | -2.6 | 1.7 | -0.5 | 1 | 1 | -0.8
Cc1nc2ccccc2nc1OCC(=O)N1CCN(c2ccccc2)CC1 | -0.1 | -0.9 | -3 | -2 | 1.0 | -3.1 | 0.9 | -0.2 | 2 | -1 | -1.0
CCOC(=O)C1C(C(=O)OCC)C1(c1ccccc1)c1ccccc1 (stereo not given) | -1.6 | -3.4 | 0 | -3 | 1.1 | 0.0 | 0.8 | -0.4 | -1 | 2 | -1.0
Cc1ccc(C(=O)Nc2ccccc2C(=O)N2CCOCC2)cc1[N+](=O)[O-] | -0.2 | -1.5 | 2 | 4 | 0.7 | 1.5 | -0.7 | 0.3 | 0 | 5 | -0.7
CCC(NC(=O)Nc1ncccc1C)(C(F)(F)F)C(F)(F)F | 1.1 | -0.4 | 6 | 0 | -1.8 | -0.7 | 0.5 | 0.1 | 5 | 2 | -0.7
Cc1cc(C(=O)COc2ccc([N+](=O)[O-])cc2)c(C)n1C1CC1 | -1.9 | -0.7 | -4 | 4 | 6.3 | 4.8 | 1.1 | -0.8 | -4 | -3 | -1.3
COc1ccccc1CNC(=O)[C@@H]1CCCN1C(=O)[C@@H]1Cc2ccccc2CN1C(=O)OC(C)(C)C | 1.8 | 0.3 | -9 | -2 | 1.5 | -1.8 | -0.3 | -0.1 | 1 | 1 | -0.2
CN(c1ccccc1)S(=O)(=O)c1ccc(C(=O)NCC2CCCO2)cc1 (stereo not given) | 1.6 | -0.4 | 0 | -4 | -1.1 | 0.3 | -0.6 | -0.8 | 7 | 3 | -1.3
COc1ccccc1N=Nc1nc(-c2ccccc2)c(-c2ccccc2)[nH]1 | -1.1 | -2.5 | 7 | 0 | -1.4 | -2.0 | -3.0 | -1.3 | 16 | 35* | -1.8
COc1ccc(-c2ccccc2)cc1NC(=O)[C@@H]1O[C@H](CO)[C@H](O)[C@H](O)[C@H]1O | 0.0 | -2.1 | -2 | -2 | 1.5 | -0.1 | . | 0.5 | 9 | -1 | -0.4
C/C(=N\NC(=S)Nc1cccc(C)c1)c1cccc(N)c1 | -0.3 | 3.2 | -7 | -1 | 5.5 | -1.2 | -1.4 | -0.3 | 2 | 0 | -0.4
NC(=S)N/N=C/c1coc2ccc(Cl)cc2c1=O | -0.1 | 1.5 | -13 | 3 | 4.9 | 0.6 | -0.6 | -0.1 | -3 | -4 | 0.2
CCC(CC)C(=O)Oc1c(C(=O)N(C)C)cccc1-c1ccccc1 | -0.2 | 1.2 | 0 | -2 | -0.3 | 1.8 | -0.1 | 1.1 | 1 | 2 | -1.4
CCc1nc2ccccc2n(CCOCCOCCn2c(=O)c(CC)nc3ccccc32)c1=O | 0.3 | -0.3 | -3 | 1 | 2.8 | 0.8 | 0.9 | -0.4 | -2 | -1 | -0.8
O=C(Cc1c[nH]c2ccccc12)N/N=C/c1ccccc1O | -2.2 | 1.7 | -34 | -6 | 3.2 | -1.5 | -0.3 | -0.2 | -40 | 2 | -1.2
O=C(Nc1ccccc1)N1CCN(c2nc(-c3ccccc3)ns2)CC1 | -2.0 | -1.2 | -6 | -2 | -1.8 | 3.0 | -3.9 | -1.5 | -2 | -3 | -1.1
COc1cccc(NC(=O)C2(C)CCN2CCc2ccccc2)c1 (stereo not given) | -1.0 | -0.6 | 1 | 1 | -1.9 | 1.3 | . | -0.5 | -6 | 2 | -0.9
CN1CCN(c2ccc(-c3csc(N4CCC(C(N)=O)CC4)n3)cc2)CC1 | . | -4.2 | -13 | . | -4.9 | . | . | . | -1 | 1 | -2.5
CC(C)C(=O)Nc1nc2c(ncn2C2CC(O)C(CO)O2)c(=O)[nH]1 (stereo not given) | 0.0 | -0.1 | 4 | -3 | 2.9 | -0.1 | 1.6 | 0.4 | 5 | -3 | -1.3
COC(=O)[C@@]1(Cc2ccccc2)[C@H]2C(=O)N(Cc3ccccc3)C(=O)[C@H]2[C@H]2CN=C(SC)N21 | -0.6 | 1.2 | 1 | -4 | -2.4 | 0.2 | -0.3 | -0.6 | 3 | 9 | 0.1
O=C(NNC(=O)c1cccnc1)Nc1cccc(Cl)c1Cl | -0.5 | 2.7 | 1 | -2 | 0.3 | 0.0 | 0.7 | 0.3 | 0 | 6 | -1.2
CC(C)c1ccc(/C=C2\C(=O)N(CCN3CCOCC3)C(=S)N2C)cc1 | -1.6 | 0.4 | 4 | -1 | -3.2 | 1.0 | . | -0.1 | -6 | -8 | -0.3
N#Cc1ccccc1S(=O)(=O)N1CCN(c2cnccn2)CC1 | -1.5 | 0.6 | -38 | -1 | 5.3 | 0.1 | -1.1 | 0.2 | 0 | 0 | -1.6
O=C(CCCNS(=O)(=O)c1cccs1)N1CCN(c2ccc(F)cc2)CC1 | 0.1 | -2.1 | 3 | -3 | -1.1 | -1.0 | -0.5 | -0.5 | -1 | 8 | -1.3
CCCCn1c(NC(=O)c2ccccc2Cl)c(C#N)c2nc3ccccc3nc21 | 5.8 | -1.2 | -242 | -4 | -2.3 | -1.7 | -2.0 | -2.0 | -43 | . | -0.7

Two entries picked at random from those above:
SMILES | PG9 binder | hcDAF12 agonist | PLCb3 inh | SMARCA2 activ | hgDAF12 agonist | GAA850 FXN act | DAX1 inh-1 | DAX1 inh-2 | sPLA2-III inh | NR1D1 modulator | ssDAF-12 act
O=C(Nc1ccccc1)N1CCN(c2nc(-c3ccccc3)ns2)CC1 | -2.0 | -1.2 | -6 | -2 | -1.8 | 3.0 | -3.9 | -1.5 | -2 | -3 | -1.1
CCOC(=O)C1C(C(=O)OCC)C1(c1ccccc1)c1ccccc1 (stereo not given) | -1.6 | -3.4 | 0 | -3 | 1.1 | 0.0 | 0.8 | -0.4 | -1 | 2 | -1.0

Continued:
SMILES | PG9 binder | hcDAF12 agonist | PLCb3 inh | SMARCA2 activ | hgDAF12 agonist | GAA850 FXN act | DAX1 inh-1 | DAX1 inh-2 | sPLA2-III inh | NR1D1 modulator | ssDAF-12 act
CN(CC(=O)Nc1cccc(C#N)c1)Cc1ccc(Cl)cc1 | -2.4 | -0.9 | 3 | 1 | 0.6 | 2.1 | -0.2 | -0.8 | -8 | 3 | -0.9
CCc1nc2ccc(C(=O)NCC3CCCCC3)cn2c1N(C)Cc1ccc(OC)cc1 | 0.3 | -2.4 | -19 | -3 | -0.3 | -3.0 | . | -1.3 | -1 | 0 | -1.2
CC(=O)c1cccc(N(C(=O)CNC(=O)c2ccco2)C(C(=O)NC2CCCC2)c2ccc(C)o2)c1 (stereo not given) | -1.3 | 0.2 | -1 | -4 | 2.0 | -0.7 | 0.9 | -0.2 | 4 | 1 | -0.8
CC(C)=CC/C=C1\CCC(C(=O)O)C(C(=O)O)C1 (stereo not given) | -0.9 | -0.6 | 1 | -1 | 3.5 | 0.1 | -0.2 | 0.7 | 5 | -2 | -1.9
COc1ccccc1CC(=O)Nc1ccc([N+](=O)[O-])cc1OC | -2.9 | -0.2 | 5 | -1 | 0.9 | -1.1 | 2.1 | -0.2 | 8 | -4 | -1.1
O=C(N/N=C/c1cn(-c2ccccc2)nc1-c1cccs1)c1ccc(Cl)cc1 | -0.7 | 0.3 | -3 | 1 | 3.1 | 0.8 | -2.7 | -0.1 | -7 | 2 | -0.5
Cc1cccc(NS(=O)(=O)c2ccc(C(=O)NCC3(N4CCCCC4)CCCCC3)cc2)c1C | 0.7 | 3.8 | -9 | 0 | 1.6 | 0.5 | 0.6 | 7.3* | -1 | 3 | -0.5
CC1(C(=O)NS(=O)(=O)C2CC2)CCN(C(=O)c2cccc(Cl)c2)C1 (stereo not given) | 1.6 | 0.7 | 2 | -1 | 0.7 | 0.0 | . | 0.4 | 1 | -7 | -0.6
COc1ccc(C(CNC(=O)c2ccc(-c3ccccc3Cl)o2)N2CCOCC2)cc1 (stereo not given) | -2.8 | -2.7 | -9 | 0 | -2.3 | -2.6 | 0.8 | -1.1 | -13 | -3 | -1.3
O=C(Cc1ccc(Cl)cc1)OCC(=O)c1ccc[nH]1 | -0.9 | -0.3 | -6 | 0 | -2.1 | -0.7 | 1.4 | 0.7 | -3 | 1 | -0.5
